TTR transcr act: activators of transthyretin transcription; SH-SY5Y TTR promoter Gaussia luciferase, luminescence; 100% = recombinant luciferase protein wells; activation, % at 16.7 µM; hit rate 1.3% among 92,000; AID 1117267;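 active = activation above the mean of all tested compounds plus 3 SD, cut at about 9.5% in these data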;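 note: cells exposed to compounds for one day before reading; 0% = median of all test compound wells on the plate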
An asterisk follows results filed as active. These rows are one share of the data. The share of hits here may be higher or lower than overall.

SMILES	TTR transcr act
O=C(Nc1ccccn1)c1sc2cc([N+](=O)[O-])ccc2c1Cl	3.1
CC(C)Oc1ccc(C(=O)NC2(C(F)(F)F)N=C3SCCN3C2=O)cc1 (stereo not given)	-0.8
O=C(NC1(C(F)(F)F)N=C(c2ccccc2)NC1=O)c1ccc(Cl)cc1Cl (stereo not given)	3.0
COCCN=c1scc(C)n1/N=C/C1CC2C=CC1C2 (stereo not given)	4.2
O=C(/C=C/c1cccc([N+](=O)[O-])c1)Nc1ccccc1N1CCOCC1	-1.9
Cc1[nH]c2ccccc2c1C(=O)COC(=O)Cn1cnc2ccccc21	1.5
O=C1CC(C(=O)Nc2ccc(Br)cc2)S/C(=N\N=C\c2ccco2)N1 (stereo not given)	-1.6
COCCn1c(SCC(N)=O)nc2c(c1=O)SC(C)C2 (stereo not given)	0.7
COCCn1c(=NC(=O)c2ccc(S(=O)(=O)N3CCc4ccccc4C3)cc2)sc2cc(OC)ccc21	-2.4
Cc1ccc(NC(=O)CN(C)CCOc2ccccc2)c([N+](=O)[O-])c1	-1.4
CC(=O)c1ccc(NC(=O)CSc2ccc(-c3ccc4c(c3)OCO4)nn2)cc1	1.7
Cc1ccc(CC(=O)NC2CCN(C)CC2)cc1	-1.8
CCCC1(C)Nc2ccccc2-c2nc3ccccc3n21 (stereo not given)	1.2
COc1ccc(NC(=O)/C=C/c2cc(OC)c(OC)c(OC)c2)cn1	0.7
CC(C)=CC[N+]1(C)CCCCC1	0.2
Cc1cccc(C(=O)OC2CCOC2=O)c1C (stereo not given)	-0.4
O=c1c2cc3cc(Cl)ccc3nc2ncn1CCc1ccc(O)cc1	-0.5
O=C(/C=C/c1ccco1)NC(=S)Nc1nc(-c2ccc(Cl)cc2)cs1	6.6
Cc1cc(C(=O)Nc2ncn(Cc3ccc(F)cc3)n2)ccc1[N+](=O)[O-]	0.2
COc1cc(NS(=O)(=O)c2cc(C(=O)NCCc3ccccn3)ccc2OC)cc(OC)c1	1.7
C=CCN1C(=O)[C@@H](CC(=O)N2CCCC2)[C@]2(C(=O)OC)CCCCC=C12	1.8
CCOC(=O)[C@]12CCCC=C1N(CCC1=CCCCC1)C(=O)[C@H](CC(=O)N1CCN(C(=O)c3ccco3)CC1)C2	2.4
CCOCCn1c(=O)c2c(nc3n2CCCN3CCc2ccccc2)n(C)c1=O	-1.9
O=C(NCc1ccccn1)C1CCN(S(=O)(=O)c2ccccc2F)CC1	-0.4
Cc1cc(NC(=O)COC(=O)CCn2c(C)csc2=O)c([N+](=O)[O-])cc1C	-0.8
O=C1CCC/C1=C/Nc1cccc(F)c1	0.6
CCOCCCn1c(SC(C(=O)Nc2cc(C)ccc2C)c2ccccc2)nnc1-c1ccc(Cl)cc1 (stereo not given)	4.0
CC(=O)C(Cc1cnc(Cl)s1)(Cc1cnc(Cl)s1)C(C)=O	-2.4
Cc1ccc(S(=O)(=O)NCCC(=O)NCC(c2ccco2)N2CCCCC2)cc1C (stereo not given)	2.8
COc1ccc(C(C(=O)NC2CCCC2)N(C(=O)c2snc(-c3ccc(F)cc3)c2N)c2ccc(OC)cc2)cc1 (stereo not given)	1.3
COc1ccccc1NC(=O)CSc1ccc(-c2ccccn2)nn1	-0.8
CC1=NN(c2ccc(C)cc2C)C(=O)C1C(c1ccccc1O)C1C(=O)N(c2ccc(C)cc2C)N=C1C (stereo not given)	1.0
CC1CCN(C(=O)CSc2nncn2C)CC1	3.3
CCn1c(C(=O)N2CCc3ccccc3C2)cc2sccc21	-0.6
Cc1cc(CN2CCN(CCC#N)CC2)c(O)c(C2(C)CCCCC2)c1	-2.6
COc1ccc(Cn2ccc3ccc(-c4ccc5ccn(C(=O)C6CC6)c5c4)cc32)cc1	1.6
O=C1CCC(C(=O)OC(C(=O)c2c[nH]c3ccccc23)c2ccccc2)=NN1 (stereo not given)	-0.3
CC(=O)NC1CC2CCCC(C1)N2C(=O)Nc1ccc(Cl)c(C(F)(F)F)c1 (stereo not given)	-1.1
Cn1cc(CN2CCCCC2c2ccccn2)c(-c2ccc3c(c2)OCCO3)n1 (stereo not given)	-0.2
CC(=O)N1CCn2c3c(c4cc(C)ccc42)CCCC31 (stereo not given)	0.2
Cc1ccnc(SCc2cc(=O)c(OC(=O)c3ccc(S(=O)(=O)N(C)C)cc3)co2)n1	1.8
CC(=O)N1CC(C(=O)Nc2ccc3c(c2)OCO3)Oc2ccccc21 (stereo not given)	3.1
COc1ccccc1NC(=O)Cn1cnc2c(nc3n2CCCCC3)c1=O	4.3
O=C(CSc1nncc(=O)[nH]1)NCc1ccccc1	3.6
O=C(Cn1cnc2ccccc21)NC(c1ccccc1)c1ccccc1	-0.3
COc1ccccc1CNC(=O)CCC(=O)Nc1nnc(C(C)C)s1	2.7
COc1ccccc1CN1CCNC(=O)C1CC(=O)NC1Cc2ccccc2C1 (stereo not given)	-1.6
Cc1cccc(CSc2nnc(NC(=O)c3ccco3)s2)c1	1.9
N#CC(=C(O)COC(=O)CCC1CCCCC1)c1nc2ccccc2[nH]1	0.7
CC(C)(C)OC(=O)N[C@@H](Cc1ccccc1)c1nnc(SCC(=O)O)o1	-1.2
N#Cc1ccc(NCC(=O)Nc2ccc(S(=O)(=O)N3CCCCC3)cc2)cc1	0.5
O=S(=O)(Nc1cccc(CCc2ccccn2)c1)c1ccc2ccccc2c1	2.2
O=C(c1cccn2c(=O)c3ccccc3nc12)N1CCN(c2ccccn2)CC1	0.5
COc1cc(C(=O)Nc2nnc(S(=O)(=O)N3CCCCCC3)s2)cc(OC)c1OC	0.0
C=CCn1c(-c2ccccc2)nc(=S)c2c1CCCC2	11*
O=C(O)c1cccc(Nc2nc(-c3cccnc3)nc3ccccc23)c1	-0.1
CCCCn1nc(C(=O)Nc2ccc3c(c2)OCO3)c2ccccc2c1=O	-1.3
CC[C@@H]1CC2=C(C(=O)OC(C)(C)O2)[C@@H](CC)O1	-1.1
COc1cc(/C=C2\SC(=S)N(CC(=O)Nc3ccccn3)C2=O)cc(OC)c1OC	-3.1
CCOc1cc(-c2nnc(-c3ccco3)o2)cc(OCC)c1OCC	0.3

Continuation.
SMILES	TTR transcr act
CC(=O)Nc1ccccc1P(=O)(c1ccccc1)c1ccccc1OC(C)=O (stereo not given)	0.8
O=C1C(=C2CCCCC2)SC(=S)N1Cc1ccco1	5.2
O=C(Nc1ccc2c(c1)OCO2)C(c1ccccc1)N1CCC2(CC1)OCCO2 (stereo not given)	2.0
CCOC(=O)c1c(NC(=S)Nc2ccc(OC)cc2)sc2c1CCC2	-0.5
Cc1cc(C)cc(N(CC(=O)O)S(=O)(=O)c2c(C)noc2C)c1	1.5
C=CCn1c(SCCOc2ccc(OC)cc2)nnc1C(C)NC(=O)Cc1ccc(OC)cc1 (stereo not given)	-2.7
COC(=O)c1ccc(C)c(NC(=O)CN2C(=O)c3ccccc3S2(=O)=O)c1	2.6
O=C(Nc1cccc(Cl)c1)OCCOCCOC(=O)Nc1cccc(Cl)c1	-0.7
O=C(Nc1cccc(Cl)c1)c1nc[nH]c1C(=O)N1CCc2ccccc2C1	-3.8
COc1ccc(NC(=O)Cn2c(=O)n(CC3CCCO3)c(=O)c3cc(OC)c(OC)cc32)cc1OC (stereo not given)	3.7
CCC/C(=N/NC(=O)c1nnn(-c2nonc2N)c1CN1CCCCC1)c1ccccc1	-0.6
COCC(=O)n1nc(-c2ccccc2)nc1NCc1ccc(F)cc1	-2.8
Cc1cccc(N(C(=O)c2ccc(CN3CCOCC3)o2)C(C(=O)NC(C)(C)C)c2ccc(F)cc2)c1 (stereo not given)	3.4
O=C(NCCc1nc(-c2ccccc2)no1)c1ccco1	-1.3
CC(C)OC(=O)Nc1ccc2c(c1)N(C(=O)N1CCN(C)CC1)c1ccccc1CC2	1.7

Among those listed so far, these have an aryl thioether with sulfur outside any ring.
SMILES	TTR transcr act
COCCn1c(SCC(N)=O)nc2c(c1=O)SC(C)C2 (stereo not given)	0.7
CC(=O)c1ccc(NC(=O)CSc2ccc(-c3ccc4c(c3)OCO4)nn2)cc1	1.7
CCOCCCn1c(SC(C(=O)Nc2cc(C)ccc2C)c2ccccc2)nnc1-c1ccc(Cl)cc1 (stereo not given)	4.0
COc1ccccc1NC(=O)CSc1ccc(-c2ccccn2)nn1	-0.8
CC1CCN(C(=O)CSc2nncn2C)CC1	3.3
Cc1ccnc(SCc2cc(=O)c(OC(=O)c3ccc(S(=O)(=O)N(C)C)cc3)co2)n1	1.8
O=C(CSc1nncc(=O)[nH]1)NCc1ccccc1	3.6
Cc1cccc(CSc2nnc(NC(=O)c3ccco3)s2)c1	1.9
CC(C)(C)OC(=O)N[C@@H](Cc1ccccc1)c1nnc(SCC(=O)O)o1	-1.2
C=CCn1c(SCCOc2ccc(OC)cc2)nnc1C(C)NC(=O)Cc1ccc(OC)cc1 (stereo not given)	-2.7

(list continues)
SMILES	TTR transcr act
CC(C)(C)Cc1c(-c2ccc(F)cc2)nc2ccc(Cl)cn12	2.8
Cc1nn(C)cc1/C=N/NC(=O)C1(O)c2ccccc2-c2ccccc21	0.3
CCCCn1c2c(cc(C(=O)OC)c1=O)C(=O)CCC2	24*
CCOC(=O)c1cn(CC(=O)Nc2ccc(CC)cc2)nn1	-0.6
COc1ccc(CNC(=O)CSc2nnc(C)n2-c2ccc(F)cc2)cc1	-0.8
O=C(Nc1sc2c(c1C(=O)O)CCCCC2)c1ccco1	-0.5
CCOC(=O)C1=CN(Cc2cccc(F)c2)S(=O)(=O)NC1c1ccccc1 (stereo not given)	-1.0
O=C(NCc1cccc(F)c1)C1CCN(S(=O)(=O)Cc2ccccc2)CC1	-0.2
CC(=O)CC(=O)Nc1ccc(Nc2ccccc2)cc1	-1.1
CC1Cc2ccccc2N1C(=O)CSc1nc2c(c(=O)n(C)c(=O)n2C)n1Cc1ccc(F)cc1 (stereo not given)	-0.1
Cc1cc(C)n2c(Nc3ccc4c(c3)OCCO4)c(CCc3ccccc3)nc2n1	-1.6
O=C1C2C3C=CC(C3)C2C(=O)N1CCC(=O)N1CCc2ccccc21 (stereo not given)	1.6
CCOC(=O)c1sc2nc(C)nc(SCC(=O)N(CC)C3CCS(=O)(=O)C3)c2c1C (stereo not given)	-0.5
CN1C(=O)CCC1(O)c1ccccc1 (stereo not given)	1.4
Cc1cc(NC(=O)CSc2nc3ccsc3c(=O)n2CCCC(=O)NCCc2ccccc2)no1	3.5
CC(=O)N1c2ccccc2Oc2cc3ccccc3cc21	-0.3
Cc1ccc(-c2cc(NC(=O)CCl)n(-c3ccccc3)n2)cc1	-2.8
CC(OC(=O)c1c(F)cccc1F)C(=O)NCCC1=CCCCC1 (stereo not given)	-0.1
O=C(Cc1c(F)cccc1Cl)NNC(=O)Nc1ccc2c(c1)OCO2	0.8
CCOc1ccc(N=C2SC(C(=O)Nc3ccccc3C#N)C(N)=C2C(=O)Nc2ccc(Cl)cc2)cc1 (stereo not given)	0.5
Cc1ccc(C(=O)Nc2ccc(N3CCN(C(=O)c4ccco4)CC3)cc2)cc1	-0.8
Nc1c(Cl)cc2c(c1Br)Cc1ccccc1-2	5.6
CN(C(=O)c1cccc(NC(=O)Cc2ccc(NC(=O)C3CCN(C(=O)C4CC4)CC3)cc2)c1)C1CCC1	0.9
CCN1CCN(C(=O)NC2CCCCC2)CC1	-0.5
COc1ccc(NC(=O)COc2ccc(C)nc2[N+](=O)[O-])cc1S(N)(=O)=O	-0.9
CC(C)C1C(=O)N(Cc2cn(Cc3ccco3)nn2)CCS(=O)(=O)N1Cc1ccc(-c2ccc(F)nc2)cc1 (stereo not given)	-0.8
O=C(c1cccc(Cl)c1Cl)N1CCN(c2ccccn2)CC1	-2.1
CCCCOC(C)n1cc(F)c(=O)[nH]c1=O (stereo not given)	2.1
Cn1nc(C(F)(F)F)c(CNC(=O)C(C)(C)CCl)c1N1CCOCC1	0.0
CCCCCCN=C1CC(C)(C)CC(=O)/C1=C(/O)CCC	-0.9
O=C(CN1CCOCC1)NN=Cc1ccc([N+](=O)[O-])o1	-1.1
Nc1c(Cl)ncnc1N/N=C/c1ccc(O)cc1	0.9
CCS(=O)(=O)CCSC1OC(COC(C)=O)C(OC(C)=O)C(OC(C)=O)C1OC(C)=O (stereo not given)	-0.5
O=S(=O)(c1cccc(Cn2nnc(-c3ccc(F)cc3)n2)c1)N1CCOCC1	-0.9
CC(C)(C)OC(=O)C[C@@H]1C/C=C\C[C@@H](CC(=O)N[C@@H](CO)Cc2ccccc2)C(=O)NCCOC1=O	-0.4
COc1cc2c(cc1OC)[C@@H](NC(=O)CCC1CCCCC1)[C@H](O)C2	3.0
Cc1ccc(/C=C/C(=O)NCc2ccc(S(N)(=O)=O)cc2)o1	-2.0
Cc1csc(SCC(=O)Nc2cc(C(N)=O)cc(C(N)=O)c2)n1	-0.8
Cc1ccc(N(CC(=O)NC(C)(C)C)C(=O)CCC(=O)Nc2nccs2)c(C)c1	-0.8
CC1(C)OCC(N)(CO)CO1	0.3
Fc1cccc(C[n+]2csc3ccccc32)c1	-2.1
CCN1CCN(CC(=O)Nc2ccccc2)C(=O)C1=O	0.9
COc1ccc(-c2n[nH]c(=S)n2-c2ccc(C)cc2)cc1	-0.2
Clc1cccc(-c2sc(Nc3ccccc3)n[n+]2-c2ccccc2)c1Cl	0.1
CCN1CCN(C(=O)c2cc3cc4cc(OC)ccc4nc3s2)CC1	1.7
CCOc1ccc(NC(=O)CCNS(=O)(=O)c2ccc3c(c2)oc(=O)n3C)cc1	0.4
Cc1cc(C)c2oc(C(=O)Nc3nnc(C(C)C)s3)cc(=O)c2c1	-0.7

Screening results: PubChem, The Scripps Research Institute Molecular Screening Center
